# dFosB act: mouse delta FosB homodimer activation. activation, % at 25 µM. purified delta FosB, TAMRA-CDK5 oligo fluorescence polarization; percent of positive-control signal above neutral wells. 0.99% of 340,000 active;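 active = mean activation above about 17%, with every replicate also reaching it, limit read from the data, passing the limit was not always enough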;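 also: fluorescence polarization rise as delta FosB binds a TAMRA Cdk5 AP-1 oligo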
# cardiac RTF act: increases calcium sensitivity of human cardiac regulated thin filaments; P19429+P45379; IANBD-labeled TnC RTF fluorescence at EC20 calcium; 0% EC20 calcium, 100% full calcium; activation, % at 7.2 µM; 0.24% of 340,000 active;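 active = activation above the mean over all tested compounds plus 3 SD, cut at about 30% in these data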;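 also: rise in fluorescence read as greater calcium sensitivity of cardiac thin filaments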
# CDK5 inh: CDK5/p35 (human) kinase inhibition; Q00535+Q15078; inhibition, % at 10 µM; 0.01% of 330,000 active; Recombinant CDK5/p35, ADP-Glo luminescence, 60 min;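 active = highest replicate inhibition of at least 50% and at least 75% of replicates reaching 50%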;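 also: plate controls were DMSO neutral control for no effect and GW8510 at 10 µM for full effect; many of its hits are not listed in these tables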
# Target sequence (Q00535 whole entry, looked up): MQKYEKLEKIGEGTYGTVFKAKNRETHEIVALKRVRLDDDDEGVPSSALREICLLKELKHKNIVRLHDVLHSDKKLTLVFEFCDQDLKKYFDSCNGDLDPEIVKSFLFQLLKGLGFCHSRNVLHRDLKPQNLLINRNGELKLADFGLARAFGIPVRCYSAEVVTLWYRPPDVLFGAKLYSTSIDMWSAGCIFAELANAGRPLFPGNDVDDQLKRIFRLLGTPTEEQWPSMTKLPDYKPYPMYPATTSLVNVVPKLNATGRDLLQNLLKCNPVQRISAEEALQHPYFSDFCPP
# Target sequence (Q15078 whole entry, looked up): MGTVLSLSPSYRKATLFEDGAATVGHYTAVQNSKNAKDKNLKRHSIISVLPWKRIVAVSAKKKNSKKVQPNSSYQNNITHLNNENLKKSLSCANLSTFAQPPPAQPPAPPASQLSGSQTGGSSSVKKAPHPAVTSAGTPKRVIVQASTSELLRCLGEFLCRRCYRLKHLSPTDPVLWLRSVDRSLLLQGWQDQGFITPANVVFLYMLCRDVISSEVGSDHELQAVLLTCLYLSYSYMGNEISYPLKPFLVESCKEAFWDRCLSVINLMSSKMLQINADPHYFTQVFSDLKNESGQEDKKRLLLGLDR
# HTR5A ag: counter-screen for OPRM1-OPRD1 agonists: human HTR5A agonism. P47898. HTR5A agonist assay, luminescence, cell-based. activation, % at 9.3 µM. 0.61% of 340,000 active; in the data active = activation mostly above about 9.5%, no sharp cut-off; inactive = mostly below about 7.6%;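 also: 0% = cells with vehicle only and 100% = reference agonist; strong numbers were not always called active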
# PvdQ acylase: P. aeruginosa PvdQ acylase inhibition | purified PvdQ acylase, fluorescence plate reader | inhibition, % at 10 µM | AID 488965 | 0.063% of 340,000 active; in the data active = inhibition above about 30%, passing the limit was not always enough;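 also: 0% = vehicle neutral wells and 100% = reference inhibitor wells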
# SR-BI DiI-HDL act: SR-BI HDL lipid transfer activation; activation, % at 12.5 µM; 0.096% of 320,000 active; AID 504775; CHO ldlA[mSR-BI] cells, DiI-HDL uptake fluorescence, 3 h; 100 = double the neutral-control signal;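 active = mean replicate activation of at least 60% and every replicate at or above 60%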;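 also: 0% = median plate neutral-control signal and 100% = twice that signal; values of inactives mirror those of a sister screen read the other way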
#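 Test system: SR-BI-overexpressing, LDLR-lacking CHO cells. Measured by: DiI fluorescence, bottom read. Medium: Ham's F12 with 0.5% BSA, HEPES 25 mM, pH 7.4. Timing: 3 h uptake period with compound, 37 °C.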
# Rtt109 HAT inh: C. albicans Rtt109 histone acetyltransferase inhibition | Q5AAJ8 | purified Rtt109/Vps75, ThioGlo CoA-SH fluorescence, 4 h | inhibition, % at 34.9 µM | 0.16% of 330,000 active;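 active = inhibition of at least 50% in every replicate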
# Target sequence (Q5AAJ8 whole entry, looked up): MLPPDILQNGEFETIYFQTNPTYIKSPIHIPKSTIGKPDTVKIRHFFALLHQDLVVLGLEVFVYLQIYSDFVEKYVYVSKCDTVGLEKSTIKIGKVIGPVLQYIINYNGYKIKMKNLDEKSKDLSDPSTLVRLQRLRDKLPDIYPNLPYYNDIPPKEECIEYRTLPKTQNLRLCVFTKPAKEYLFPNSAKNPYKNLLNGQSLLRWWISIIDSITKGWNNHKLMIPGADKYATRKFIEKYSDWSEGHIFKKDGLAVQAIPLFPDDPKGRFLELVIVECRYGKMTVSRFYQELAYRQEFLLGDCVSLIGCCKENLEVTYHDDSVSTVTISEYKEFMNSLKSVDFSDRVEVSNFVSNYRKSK
# SR-BI DiI inh: mouse SR-BI HDL lipid transfer inhibition; ldlA[mSR-BI] CHO cells, DiI-HDL uptake fluorescence, 3 h; inhibition, % at 12.5 µM; Q61009; 0.96% of 320,000 active;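 active = mean replicate inhibition of at least 70% and a set share of replicates each scoring 70 or more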;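 also: 0% = median of neutral control wells and 100% = median of positive control wells; values of inactives mirror those of a sister screen read the other way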
# Wnt act: Wnt/beta-catenin pathway activation. AID 743398. Wnt/beta-catenin reporter cell assay, activator, plate reader. activation, % at 9.35 µM. 1.2% of 300,000 active; in the data active = activation above about 30%, passing the limit was not always enough;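 also: 0% = neutral control wells and 100% = positive control wells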
# MITF TRPM1 HTS: activators of MITF-driven TRPM1 promoter activity in SK-MEL-5 cells. SK-MEL-5 TRPM1-promoter luciferase, 24 h; % of positive control, neutral wells = 0. activation, % at 12.5 µM. 0.75% of 300,000 active;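 active = mean activation of at least 80% with every replicate also reaching 80%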;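 also: 0% = neutral control wells and 100% = parthenolide positive control wells; values of inactives mirror those of a sister screen read the other way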
# Active calls of the source: *; nt = not tested or not shown.
Molecule	dFosB act	cardiac RTF act	CDK5 inh	HTR5A ag	PvdQ acylase	SR-BI DiI-HDL act	Rtt109 HAT inh	SR-BI DiI inh	Wnt act	MITF TRPM1 HTS
COc1cccc(N(C(=O)Cn2nnc(-c3ccc(C)cc3)n2)C(C(=O)NC(C)(C)C)c2c[nH]c3ccccc23)c1 (stereo unspecified)	-11	0	-2.3	-2	-3	-12	1	12	-9	-6
CCNS(=O)(=O)c1ccc(Br)c(OC)c1	4	-3	-0.6	0	-14	15	-2	-15	-4	8
COc1cc(OC)cc(-n2nnnc2SCC(=O)NCc2cccs2)c1	-5	3	-0.7	-3	0	-9	-5	9	0	-10
Cc1ccc(S(=O)(=O)n2cc(-c3ccccc3)c3ccccc32)cc1	-4	-9	-1.3	7	-11	-24	-1	24	-24	-46
COc1ccc(NC(=S)NNC(=O)C(C)n2nc(C)c([N+](=O)[O-])c2C)cc1 (stereo unspecified)	1	-1	6.5	-5	6	-2	14	2	-1	-5
O=C(NNC1=NC2(CCCC2)Cc2ccccc21)c1cccnc1	7	-2	-0.3	1	1	14	3	-14	0	-3
COCCn1c(C)cc(/C=C2/NC(=O)N(Cc3ccc(C)cc3)C2=O)c1C	-10	10	1.3	2	-5	-20	3	20	17	nt
Cc1noc(C)c1COC(=O)c1cc(S(=O)(=O)N2CCOCC2)ccc1Cl	-4	-2	0.2	1	3	-5	8	5	-4	-2
COc1ccc(CCNC(=O)CN2CCN(S(=O)(=O)c3ccc(Cl)cc3)CC2)cc1OC	-4	4	-3.4	0	-14	-5	-1	5	0	7
O=S(=O)(c1cccs1)N1CCN(S(=O)(=O)c2cccs2)CC1	5	2	1.5	1	-4	19	0	-19	-1	3
CCN(CC)CC(C)(C)C(=O)/C=C/c1ccc(/C=C/C(=O)C(C)(C)CN(CC)CC)cc1	-4	-4	1.4	-1	-10	4	6	-4	-6	-93
Nc1c(C(=O)CSc2nnc(Cc3ccccc3)o2)c(=O)[nH]c(=O)n1C1CC1	1	1	0.3	-8	1	31	-5	-31	-2	12
O=C(COC(=O)C1CC(=O)N(Cc2ccco2)C1)Nc1ccc(F)cc1F (stereo unspecified)	2	-5	0.0	1	-10	9	1	-9	-4	0
O=C(CN1C(=O)NC2(CCOc3ccccc32)C1=O)NCc1ccccc1 (stereo unspecified)	0	-3	-0.4	1	6	0	-6	0	-6	-5
S=c1[nH]nc(-c2ccco2)n1-c1ccccc1Cl	-1	-2	-0.3	-5	-4	19	-6	-19	0	4
Nc1ccc(OCc2ccccc2)cc1[N+](=O)[O-]	6	-1	2.4	0	37*	15	3	-15	14	16
CC(C)c1ccc(/C=N/n2c(COc3ccccc3)n[nH]c2=S)cc1	-4	-2	3.7	-4	-5	2	5	-2	-1	-11
CCOc1ccccc1NC(=O)c1ccc2nc[nH]c2c1	-8	-4	0.5	-1	-27	-22	-16	22	-1	4
Cc1cc(C)cc(OCC(=O)Nc2ccc(N3CCCCC3)cc2)c1	-3	-14	0.5	-8	3	-22	7	22	1	3
COCc1cc(CN2CCN(Cc3ccsc3)C(CCO)C2)ccc1OC (stereo unspecified)	0	4	-0.4	-1	-18	33	nt	-33	nt	15
O=C(NCCCN1CCCC1=O)c1ccc(NS(=O)(=O)c2ccc(F)cc2)cc1	-2	-1	0.5	1	-18	6	5	-6	-6	-4
O=C1CS(=O)CN1c1ccc(Oc2ccccc2)cc1 (stereo unspecified)	-7	-9	0.2	-1	14	7	-3	-7	0	-5
OCCC1CN(Cc2cccc3nccnc23)CCN1Cc1ccc(F)c(F)c1 (stereo unspecified)	5	3	0.3	1	-8	5	-9	-5	-5	0
CC(=O)N(Cc1ccc(F)cc1)Cc1nc2ccccc2c(=O)[nH]1	-9	4	-6.5	-3	-7	19	0	-19	5	2
CCOc1ccc(C(=O)N/N=C(\c2ccccc2)c2ccccn2)cc1	-35	-2	-1.6	-5	-16	-52	2	52	nt	-51

# Carrying on:
Molecule	dFosB act	cardiac RTF act	CDK5 inh	HTR5A ag	PvdQ acylase	SR-BI DiI-HDL act	Rtt109 HAT inh	SR-BI DiI inh	Wnt act	MITF TRPM1 HTS
Cc1cc(C(=O)OCC(=O)NC2CCS(=O)(=O)C2)c(C)n1-c1ccccc1 (stereo unspecified)	3	-1	-3.0	5	-17	19	-7	-19	-3	nt
O=C(O)C1CCCN(S(=O)(=O)c2ccc(-c3ccc(=O)[nH]n3)s2)C1 (stereo unspecified)	2	0	-0.5	-3	1	-3	0	3	2	4
COc1ccc(NC(=S)N2CCc3ccccc3C2)cc1	-5	0	-0.3	9	-7	7	-7	-7	9	2
COCCN(CC(=O)Nc1cccc(C)c1C)C(=O)CN1C(=O)NC2(CCCCC2)C1=O	-10	5	-3.9	-2	-16	9	-1	-9	-2	3
CCOC(=O)c1c(-c2ccc(-c3ccccc3)cc2)csc1NC(=O)CCC(=O)O	-8	0	-0.5	9.5*	-14	-10	-5	10	-2	10
Cc1cccc(NC(=O)CSc2nnc(CCNC(=O)OC(C)(C)C)o2)c1C	4	3	2.3	-2	-8	-14	0	14	-1	nt
Cc1ccc(C(=O)O/N=C(\N)Cc2cccc3ccccc23)cc1	-5	-1	-2.5	1	1	-1	6	1	0	-7
CCOc1ccc(NC(=O)Nc2ccc3nsnc3c2)cc1	6	-8	-0.9	3	2	-18	5	18	0	74
CCOC(=O)CNC(=O)c1cc(-c2ccccn2)nc2c(C)c(Cl)ccc12	-20	0	0.0	3	-15	-39	-4	39	0	1
Cc1cccc(NC(=S)NCCCN2CCOCC2)c1	0	8	-1.7	1	-14	6	1	-6	-2	-6
CN(C)C(=O)CCC(=O)N1CCCC(N2CCN(c3cccc(C(F)(F)F)c3)CC2)C1 (stereo unspecified)	-3	-3	-1.1	-4	-3	9	-2	-9	0	1
CCOC(=O)N1CCN(S(=O)(=O)c2cc(-c3nn4c(C)nnc4c4ccccc34)ccc2C)CC1	-7	1	0.5	-3	15	-16	20	16	nt	16
O=C(COc1ccc(-n2cnnn2)cc1)Nc1cccc(Cl)c1Cl	15	-8	-0.9	1	0	-9	20	9	-2	11
CCNc1nnc(CCn2nc(C)c(Br)c2C)s1	-9	-1	0.2	3	26	6	1	-6	-8	22
CCOC(=O)C1=C(c2ccccc2)Nc2nc(C)nn2C1c1cccc(OC)c1OC (stereo unspecified)	-11	4	0.7	-2	-5	21	-3	-21	nt	nt
COc1cccc(-c2nnc(NC(=O)c3ccc(S(=O)(=O)N4CCOCC4)cc3)o2)c1	-4	-2	-1.6	0	11	27	0	-27	nt	-18
O=C(N/N=C/C=C/c1ccco1)c1cccc([N+](=O)[O-])c1	-1	14	-2.1	2	-28	21	-3	-21	nt	3
Cc1ccccc1NC(=O)C1CCCN1S(=O)(=O)c1ccc2c(c1)n(C)c(=O)c(=O)n2C (stereo unspecified)	-3	4	-0.3	11	-1	-18	-2	18	-2	0
NS(=O)(=O)c1ccc(CCNC(=O)C2CCCO2)cc1 (stereo unspecified)	2	-3	-1.9	4	-2	19	1	-19	-3	nt
CCn1c(CCNC(=O)c2ccc(Cl)cc2)nnc1SCC(=O)NC1CCCC1	-2	2	-0.5	0	-12	10	3	-10	nt	-6
COc1cc(/C=N/NC(N)=O)ccc1OCC(=O)Nc1cc(C)c(C)cc1Br	-2	2	-1.9	1	-6	-30	10	30	-3	14
O=C(CN(Cc1ccc(F)cc1)C(=O)CNS(=O)(=O)c1ccccc1)NCc1ccco1	-1	-2	-0.1	-6	2	19	0	-19	-2	1
O=C(Nc1cccc(C(=O)O)c1)Nc1ccccc1Cl	2	-2	0.5	3	-9	9	-2	-9	-1	-47
C=CCOc1c(Br)cc(/C=C(\C#N)C(N)=O)cc1OC	-1	-4	-1.3	3	0	-10	2	10	-1	4
CC(=O)Nc1c(C(=O)N2CCOCC2)cnn1-c1ccc(C)c(C)c1	4	-4	0.9	-2	-7	18	-7	-18	-1	4

# (next part)
Molecule	dFosB act	cardiac RTF act	CDK5 inh	HTR5A ag	PvdQ acylase	SR-BI DiI-HDL act	Rtt109 HAT inh	SR-BI DiI inh	Wnt act	MITF TRPM1 HTS
CCN(CC(=O)NCc1ccc(Cl)cc1)C(=O)C1CCN(S(=O)(=O)c2ccc(OC)c(OC)c2)CC1	-7	-2	-0.8	2	-12	-16	-6	16	0	-2
O=C(Nc1ccsc1C(=O)NC1CC1)c1ccccc1	-11	0	-0.4	-4	10	-18	1	18	0	nt
O=C1/C(=C/c2ccco2)N=C(N2CCCCC2)N1c1ccccc1	-8	0	nt	-4	-1	-34	-4	34	1	-12
CO/N=C/c1c(C(=O)OC)nn(-c2ccccc2)c1Cl	-3	2	-0.3	9	-10	19	-7	-19	-2	-10
Cc1cc(Br)ccc1OCC(=O)NNC(=O)Cc1ccccc1	-5	5	1.6	0	-10	1	-7	-1	-2	-18
O=C(/C=C/c1ccc([N+](=O)[O-])cc1)NC1CC2CCC1C2 (stereo unspecified)	-6	4	1.3	3	7	-16	3	16	3	34
Nc1nonc1C(=O)NCCN=Cc1ccccc1O	3	1	-0.5	-3	1	13	-4	-13	nt	8
Cc1nn(C)c(C)c1Sc1ccccc1N	-2	-3	-1.4	-1	-11	7	10	-7	0	-13
CCOC(=O)/C(=N/Nc1ccc(Br)cc1)N1CC(C)OC(C)C1 (stereo unspecified)	-4	0	5.4	1	7	-30	3	30	0	9
Cn1c(CNC(=O)CNC(=O)c2cccc(Cl)c2)cc(=O)n(C)c1=O	-7	0	0.3	3	-9	-14	-1	14	5	1
CCc1c(C)c2ccc(OCC(=O)OC)cc2oc1=O	-8	-3	-2.0	4	9	5	-13	-5	nt	-7
CC1CCCCC1NC(=O)COC(=O)c1cc(=O)[nH]c2ccccc12 (stereo unspecified)	10	-3	-0.7	3	-19	-12	-2	12	-1	8
O=C1CCCc2c1cc(C(=O)NCc1ccco1)c(=O)n2-c1ccc(Cl)cc1	-10	10	-0.3	2	3	-43	-1	43	-3	nt
O=C(NC1(C(F)(F)F)NC(=O)N(c2ccc(F)cc2)C1=O)c1cccs1 (stereo unspecified)	-9	3	0.6	4	-13	8	-25	-8	nt	-4
NC(=O)c1c(C(F)(F)F)cc(-c2ccccc2)nc1NCCO	1	-4	-1.7	-2	-11	2	-19	-2	-6	-9
O=C(C1CCC(CNS(=O)(=O)c2cccc3cccnc23)CC1)N1CCc2ccccc21 (stereo unspecified)	-3	4	-0.7	4	-13	-22	-6	22	-2	-17
Cc1ccc(CNC(=O)c2ccc(S(=O)(=O)N3CCCCC3)cc2)cc1	-7	21	-9.8	-6	-20	-26	-1	26	-21	-3
COc1ccc(NC(=O)C2CC(=O)N=C(N)S2)cc1 (stereo unspecified)	-1	6	1.1	1	-17	-3	0	3	1	1

# Arranged by value in PvdQ acylase (highest first): 3 of the compounds above.
structure	PvdQ acylase
O=C(/C=C/c1ccc([N+](=O)[O-])cc1)NC1CC2CCC1C2 (stereo unspecified)	7
NC(=O)c1c(C(F)(F)F)cc(-c2ccccc2)nc1NCCO	-11
CCN(CC(=O)NCc1ccc(Cl)cc1)C(=O)C1CCN(S(=O)(=O)c2ccc(OC)c(OC)c2)CC1	-12

# Not a hit list (roughly 4.4% active in at least one column).
